697 NFkB inh – inhibitors of the PMA/ionomycin-induced NF-kB reporter in 697 B cells. 697 B-cell NF-kB luciferase reporter, 16 h. inhibition, % at 4 µM. hit rate 0.33% among 330,000. AID 435022; in the data active means inhibition above about 35%
EBI2 antag – EBI2 (human) antagonism; EBI2 beta-arrestin recruitment, luminescence, 7a,25-OHC stimulated; P32249; inhibition, % at 5 µM; hit rate 0.81% among 360,000; in the data active means inhibition above about 38%;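 further: enzyme fragment complementation signal reports receptor beta-arrestin coupling in cells; 0% = agonist plus DMSO wells and 100% = wells without agonist; some results beyond the cut were filed as inactive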
SENP8 block – blocks the human protease SENP8. Q96LD8. purified SENP8, Z-RLRGG-aminoluciferin cleavage, luminescence. inhibition, % at 10 µM. hit rate 1.2% among 330,000
Target sequence (Q96LD8 whole entry, looked up): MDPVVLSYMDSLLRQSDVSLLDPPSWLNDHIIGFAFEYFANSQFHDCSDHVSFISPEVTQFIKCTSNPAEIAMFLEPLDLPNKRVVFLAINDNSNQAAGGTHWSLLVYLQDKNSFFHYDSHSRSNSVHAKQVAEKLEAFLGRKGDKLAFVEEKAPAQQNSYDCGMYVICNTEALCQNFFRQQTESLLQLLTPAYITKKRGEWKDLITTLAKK
Jurkat NFkB inh – lowers PMA/ionomycin-induced NF-kB signal in Jurkat cells; PMA/ionomycin-induced NF-kB luciferase reporter, luminescence; inhibition, % at 4 µM; hit rate 0.53% among 330,000
CCR6 antag – antagonists of human CCR6 receptor | P51684 | inhibition, % at 20 µM | CHO-K1 CCR6 PathHunter beta-arrestin, luminescence, CCL20-stimulated | hit rate 0.49% among 340,000;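 active means compounds whose inhibition of the agonist-driven luminescence signal at 20 µM reaches about 50%, limit read from the data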;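 further: cells stimulated with CCL20 at 14 nM final; plate controls were DMSO with CCL20 for no effect and DMSO without agonist for full effect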
Target sequence (P51684 whole entry, looked up): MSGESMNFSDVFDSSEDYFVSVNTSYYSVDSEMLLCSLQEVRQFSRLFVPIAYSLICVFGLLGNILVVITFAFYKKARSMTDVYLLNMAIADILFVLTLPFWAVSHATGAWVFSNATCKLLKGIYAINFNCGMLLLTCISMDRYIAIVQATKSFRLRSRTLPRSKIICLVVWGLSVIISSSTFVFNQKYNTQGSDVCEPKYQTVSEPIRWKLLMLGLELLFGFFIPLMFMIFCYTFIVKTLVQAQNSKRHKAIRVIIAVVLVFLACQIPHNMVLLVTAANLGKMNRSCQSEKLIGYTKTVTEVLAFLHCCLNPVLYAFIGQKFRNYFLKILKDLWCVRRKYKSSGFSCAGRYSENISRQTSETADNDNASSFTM
Gli-Sufu block – blocks Gli-Sufu signaling in a luciferase reporter; inhibition, % at 5 µM; hit rate 0.74% among 340,000; Sufu-KO-LIGHT fibroblasts, Gli luciferase reporter luminescence;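 active means inhibition above about 55%, limit read from the data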;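 further: 0% = DMSO-treated cells and 100% = wells with medium but no cells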
Apaf-1 inh – blocks human Apaf-1 apoptosome activity | O14727 | reconstituted apoptosome caspase-3 activity, DEVD-Rh110 fluorescence | inhibition, % at 20 µM | hit rate 0.71% among 330,000 | AID 489030; active means inhibition of at least 40% at 20 µM;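 further: plate controls were DMSO wells for no effect and DEVD-CHO caspase inhibitor wells for full effect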
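Material: reconstituted apoptosome with Apaf-1, cytochrome c, caspase-9, procaspase-3, dATP / Buffer or medium: pH 7.5 Hepes buffer with CHAPS, BSA, DTT / Also added: cytochrome c with DEVD-Rh110 / Schedule: compound with Apaf-1, dATP, procaspase-3 30 min, then 50 min reaction, room temperature / Technique: rhodamine 110 fluorescence at Ex 480/Em 540 nm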
UBC13 inh – human UBC13 polyubiquitination inhibition; hit rate 0.47% among 330,000; UBC13 polyubiquitin chain formation, TR-FRET; P61088; inhibition, % at 20 µM; in the data active means inhibition above about 45%, passing the limit was not always enough
Target sequence (P61088 whole entry, looked up): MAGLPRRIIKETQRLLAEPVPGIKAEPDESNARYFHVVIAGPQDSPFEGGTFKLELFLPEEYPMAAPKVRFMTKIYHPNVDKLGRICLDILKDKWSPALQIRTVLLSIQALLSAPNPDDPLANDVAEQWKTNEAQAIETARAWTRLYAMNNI
Starred values were filed as active, the others as inactive; / = not tested or not shown. Unless noted, no stated cut-off is given here; in the data, active means inhibition above about 50%; inactive means the rest.

The line under a structure holds: 697 NFkB inh	EBI2 antag	SENP8 block	Jurkat NFkB inh	CCR6 antag	Gli-Sufu block	Apaf-1 inh	UBC13 inh
Cc1sc2ccccc2[n+]1CC(=O)O
 : 18	-2	-7	-4	10	23	-8	-6
Cc1cc2oc(=O)cc(CN3CCc4ccccc43)c2cc1Cl
 : -18	23	-2	-15	14	15	13	-7
CN(C)c1ccc(CNc2ccc3c(c2)ncn3C)cc1
 : 7	/	7	-13	-2	6	4	-5
CCN1C(=O)C(O)(CC(=O)c2cc(C)ccc2C)c2ccccc21 (centres undefined)
 : 13	-4	0	8	5	4	-4	5
O=C(NCc1ccccn1)C1CCN(S(=O)(=O)c2cccs2)CC1
 : 6	-14	1	6	-2	-1	-15	14
COc1ccc(Cl)cc1NC(=O)CCN1CCOCC1
 : 16	5	4	18	-9	10	-27	8
COCCCNS(=O)(=O)c1ccc(Oc2ncc(C(F)(F)F)cc2Cl)cc1
 : -17	0	-3	8	7	10	12	5
Cc1ccccc1CC(=O)N1CCN(S(=O)(=O)c2ccc(Cl)s2)CC1
 : 1	11	-12	-9	16	0	5	-7
COC(=O)[C@@]1(Cc2ccc(F)cc2)[C@H]2c3cc(C(=O)N4CCCC4)n(Cc4ccc(C(F)(F)F)nc4)c3C[C@H]2CN1C(=O)c1ccccc1
 : 3	/	-4	9	6	19	25	1
O=C(CN1CCCCCC1)Nc1ccc(Br)cc1
 : -4	-3	1	-4	8	-4	-14	19
COc1ccc(Nc2cc(C(=O)NCc3ccccn3)c3ccccc3n2)c(OC)c1
 : -16	/	-17	-12	/	/	-9	-9
CC(C)(C)c1csc(NC(=O)Nc2ccccc2)n1
 : -118	43*	5	-81	-2	-74	14	8
CC(=O)Nc1ccc(OCC(=O)c2cc(C)ccc2C)cc1
 : 17	-2	-9	-21	-12	5	3	-2
CNc1nc(N/N=C/c2ccc([N+](=O)[O-])cc2)nc(Nc2ccccc2)n1
 : 17	0	3	7	15	4	-15	-9
COc1cccc(C(=O)NCc2ccc(N3CCN(C(=O)OC(C)(C)C)CC3)cc2)c1
 : -22	6	-7	4	7	9	14	-25
CCOc1ccc(S(=O)(=O)N(CC)CC(=O)NCc2cccnc2)cc1C
 : 4	3	4	24	8	-14	5	-1
COc1ccc(S(=O)(=O)N2CCOC2CNC(=O)C(=O)NCC(C)C)cc1OC (centres undefined)
 : 10	-8	-7	12	-15	-8	-4	5
COc1cc2c(cc1OC)CN(c1nc(CN3CCOCC3)nc3sc4c(c13)CCCC4)CC2
 : 15	11	-5	13	2	6	10	21
c1cncc(-c2cn(C[C@H]3CC[C@H](Cn4cc(-c5cccnc5)nn4)O3)nn2)c1
 : 11	-4	/	/	20	-2	6	/
COC(C(=O)NC1CCCCCCC1)c1ccccc1 (centres undefined)
 : 2	1	-10	-9	-2	-3	3	-8
CC(=O)c1c(C)[nH]c(C(=O)COC(=O)COc2ccccc2)c1C
 : -8	-5	9	0	-8	-5	-2	-1
COc1cc(C=O)ccc1Oc1nc(Nc2ccc(F)cc2F)nc(N2CCOCC2)n1
 : 20	-16	3	0	-1	2	30	2
O=C(CSc1nc2ccccc2c(=O)n1CCC(=O)N1CCCCC1)NCc1ccccc1
 : 15	5	-1	-8	6	-1	-1	4
Cc1cc(=O)c(C(=O)Nc2cccc(N3CCCC3=O)c2)nn1-c1ccccc1F
 : -9	-12	-1	3	8	-9	-4	8
COCC(=O)Nc1cccc(C(F)(F)F)c1
 : 12	1	7	0	8	-1	-2	0
CCN1C(=O)C(=O)N(CC(=O)Nc2ccccc2OC(F)F)C1=O
 : 7	-1	-13	12	12	0	-6	-5
O=C(CSC1=NS(=O)(=O)c2cc(Cl)ccc2N1)NCCc1ccccc1
 : -4	-1	-6	-4	6	-10	-3	-15
Cc1ccc(S(=O)(=O)n2nc(C)cc2C)cc1
 : 7	-7	0	6	7	-34	5	2
COc1cc(CCCN2C(=O)C(=O)NC[C@@H]2C(C)O)cc(OC)c1OC (some centres undefined)
 : 20	-3	0	4	0	12	-6	-2
CC(=O)Nc1ccc(S(=O)(=O)N2CCCCC2C(=O)O)cc1 (centres undefined)
 : -5	-8	-1	-5	-2	-5	-1	-6

Arranged by length of the SMILES (falling): some entries from above
The line under a structure holds: 697 NFkB inh	EBI2 antag	SENP8 block	Jurkat NFkB inh	CCR6 antag	Gli-Sufu block	Apaf-1 inh	UBC13 inh
O=C(CSc1nc2ccccc2c(=O)n1CCC(=O)N1CCCCC1)NCc1ccccc1
 : 15	5	-1	-8	6	-1	-1	4
COc1cc(C=O)ccc1Oc1nc(Nc2ccc(F)cc2F)nc(N2CCOCC2)n1
 : 20	-16	3	0	-1	2	30	2
COc1cc(CCCN2C(=O)C(=O)NC[C@@H]2C(C)O)cc(OC)c1OC (some centres undefined)
 : 20	-3	0	4	0	12	-6	-2
CC(=O)c1c(C)[nH]c(C(=O)COC(=O)COc2ccccc2)c1C
 : -8	-5	9	0	-8	-5	-2	-1
CCN1C(=O)C(=O)N(CC(=O)Nc2ccccc2OC(F)F)C1=O
 : 7	-1	-13	12	12	0	-6	-5
CC(=O)Nc1ccc(S(=O)(=O)N2CCCCC2C(=O)O)cc1 (centres undefined)
 : -5	-8	-1	-5	-2	-5	-1	-6
Cc1ccc(S(=O)(=O)n2nc(C)cc2C)cc1
 : 7	-7	0	6	7	-34	5	2
COC(C(=O)NC1CCCCCCC1)c1ccccc1 (centres undefined)
 : 2	1	-10	-9	-2	-3	3	-8
COCC(=O)Nc1cccc(C(F)(F)F)c1
 : 12	1	7	0	8	-1	-2	0

The list continues:
The line under a structure holds: 697 NFkB inh	EBI2 antag	SENP8 block	Jurkat NFkB inh	CCR6 antag	Gli-Sufu block	Apaf-1 inh	UBC13 inh
Cc1ccc(S(=O)(=O)Nc2ccccc2-c2ccccc2)cc1
 : -50	6	-7	59*	18	3	17	-12
COc1ccc(C(=O)CSc2nc(C)cc(C)n2)cc1[N+](=O)[O-]
 : 13	-3	4	6	16	-6	-1	2
COc1ccc(CNS(=O)(=O)c2cccc(S(=O)(=O)N3CCOCC3)c2)cc1
 : 20	1	1	-1	6	9	-23	8
CC(C)(C)OC(=O)C[C@H]1C/C=C\C[C@H](CC(=O)N(CCO)Cc2ccccc2)C(=O)NCCOC1=O
 : 10	-1	6	-4	-7	-6	-7	-4
CCNC(=S)N1CCN=C1Nc1nc(C)cc(C)n1
 : 8	1	3	2	6	-6	-4	4
CCO[C@@H]1OC(C(=O)O)=C[C@H](C2CCCCC2)[C@H]1CCCO
 : 6	-11	-9	-8	-1	-10	-4	-19
COc1ccc(C(=O)NCCN2C(=O)S/C(=C\c3cccnc3)C2=O)cc1[N+](=O)[O-]
 : -17	-6	-10	-2	-1	-15	8	-15
CC(=O)Cn1cnc2sc(-c3ccccc3)cc2c1=O
 : -119	0	-6	-88	4	-86	8	-11
CC(=O)Nc1ccc(NC(=O)C(C)OC(=O)CCCOc2ccc(Cl)cc2C)cc1 (centres undefined)
 : -22	-11	-10	6	-2	-1	5	0
COc1ccc(OC)c(C2CC(=O)N3CN(c4ccc(C)c(Cl)c4)CSC3=C2C#N)c1 (centres undefined)
 : 11	-1	8	13	18	1	15	-5

(listing goes on)
Short keys – A = 697 NFkB inh; B = EBI2 antag; C = SENP8 block; D = Jurkat NFkB inh; E = CCR6 antag; F = Gli-Sufu block; G = Apaf-1 inh; H = UBC13 inh
Structure: CCCCOc1ccc(C(=O)NN2CCOCC2)cc1
  A: 11; B: 7; C: -7; D: -30; E: 15; F: 5; G: -8; H: -4

Structure: O=C(NCc1ccc(Cl)cc1)C1CCN(S(=O)(=O)c2ccc(F)cc2)CC1
  A: 9; B: 51*; C: 5; D: 23; E: 12; F: 0; G: 2; H: -1

Structure: CCC(=O)c1ccc(OCC(=O)NCCc2ccccn2)cc1
  A: 1; B: -4; C: -9; D: 10; E: 17; F: 14; G: -3; H: -5

Structure: O=C(NNC1=NCCCCC1)c1cccc([N+](=O)[O-])c1
  A: 17; B: -9; C: 4; D: 9; E: 22; F: 1; G: -3; H: 1

Structure: C=CCn1c(=S)[nH]c2nc3c(cc2c1=O)CCCC3
  A: -24; B: -11; C: -11; D: -5; E: 15; F: -16; G: 8; H: 0

Structure: Cc1sc2ncn(-c3ccccc3)c(=O)c2c1C
  A: 0; B: 6; C: -10; D: 4; E: -4; F: 37; G: -16; H: -6

Structure: COc1ccc(CCNC(=O)CCNC(=O)c2ccc(Cl)cc2)cc1OC
  A: 11; B: -11; C: 5; D: 3; E: -4; F: -5; G: -3; H: 0

Structure: COc1ccc(C(=O)NCC2(c3ccccc3)CCOCC2)cc1
  A: -10; B: 9; C: 6; D: -27; E: -5; F: -10; G: -13; H: -7

Structure: COc1ccc(C2NC(=S)NC3=C2CCCC3=C2SCCS2)cc1 (centres undefined)
  A: -12; B: 0; C: 0; D: -17; E: 11; F: 26; G: 7; H: -16

Structure: Nc1cccc2cc(-c3ccccc3)oc12
  A: -47; B: 5; C: 36; D: -51; E: 9; F: -5; G: 0; H: 14

Structure: CCCCn1c(SCC(=O)Nc2cc(C)[nH]n2)nc2ccsc2c1=O
  A: 14; B: 6; C: 1; D: -1; E: 8; F: 0; G: -13; H: 50*

Structure: CC(=O)Nc1ccc(NC(=O)C(C)OC(=O)C2CC(=O)N(CCc3ccccc3)C2)cc1 (centres undefined)
  A: 22; B: -13; C: 14; D: 2; E: 9; F: -8; G: 1; H: 2

Structure: N#C/C(=C\c1cn(Cc2cccc(F)c2)c2ccccc12)C(=O)NCc1ccco1
  A: 11; B: 15; C: -8; D: 4; E: 12; F: -10; G: -9; H: 10

Structure: Cc1ccc(-c2nnc(SCC(=O)NCC3CCCO3)n2C)cc1 (centres undefined)
  A: 16; B: -10; C: 3; D: 9; E: -18; F: -8; G: 1; H: -4

Structure: CCOc1cccc(C(=O)Nc2cccc(NC(=O)c3ccco3)c2)c1
  A: 6; B: -1; C: -4; D: 4; E: 12; F: /; G: -5; H: 6

Structure: CCCC(C)C(=O)Nc1ccc(S(=O)(=O)N2CCCC2)cc1 (centres undefined)
  A: -5; B: 1; C: -8; D: 2; E: 5; F: -10; G: 0; H: -1

Structure: CC1=C(C(N)=O)C(c2ccc(Cl)cc2)NC(=O)N1 (centres undefined)
  A: 6; B: -2; C: -8; D: -7; E: 1; F: -4; G: 3; H: -4

Structure: Cc1ccc(S(=O)(=O)Oc2ccccc2N2C(=O)C3C4CCC(C4)C3C2=O)cc1 (centres undefined)
  A: -17; B: 8; C: -1; D: -25; E: 14; F: 0; G: 13; H: -3

Structure: CCCCNC(=O)c1cn(-c2ccc(OCC)cc2)c(=O)c2cc(OC)c(OC)cc12
  A: 30; B: 6; C: 6; D: -2; E: -13; F: 4; G: 9; H: 7

Structure: CCCc1nnc(SCC(=O)O)n1CC
  A: 5; B: 0; C: 0; D: 1; E: 6; F: 8; G: -6; H: 22

This is a subset (hit frequency here may not be typical).
